# Menin-MLL TR inh – displaces Texas Red mutant MLL peptide from human menin; hit rate 0.23% among 270,000; Potency, µM (titrated, usually from 61.6 µM), for the others: top-dose FP activity change, negative = inhibition, actives largely listed as inhibitors; Menin + Texas Red MLL mutant peptide, fluorescence polarization; active means well fitted inhibition curve with a large enough effect in the polarisation, with a control signal flat, not every such curve was filed as active; inconclusive means small, poorly fitted or top-dose-only effect, or effect the other way, or a change in a side signal; inactive means no such curve, though single readings can be large or run the other way; the % refers to the polarisation; further: potency means the concentration at half of the fitted maximal effect; % of control where 0% means no effect; many of its hits are not listed in these tables
# Coupling enz – coupling enzyme interference in Giardia aldolase counter-screen; AID 2472; activity change, negative = inhibition, % at 58.2 µM, hits read low; hit rate 0.67% among 290,000; coupling enzyme system counterscreen, AmpLite Red fluorescence; in the data active means activity change below about -30%; further: on the % scale 0 is the no-effect control and ±100 the full control effect
#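 Compounds tested against the coupling enzymes alone at 57.5 uM final; readout was AmpLite Red fluorescence (525/598 nm) after 20 min at RT.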
# USP2a inh – inhibitors of human ubiquitin-specific protease USP2a; USP2 core, Ub-CHOP2 coupled fluorogenic reporter, 485/531; Potency, µM (highest dose often 38.3 µM), without a hit: at the highest dose activity change, negative = inhibition, actives largely listed as inhibitors; AID 463254; hit rate 0.01% among 330,000;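 further: potency means the concentration at half of the fitted maximal effect; plate controls were DMSO wells for no effect and full inhibition by NEM control for full effect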
#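 Deubiquitinase activity read as fluorescence (485/531 nm) after Ub-CHOP2 cleavage activates the enterokinase reporter on its substrate; USP2 core 10nM, Ub-CHOP2 and substrate 25nM each, 30min compound preincubation then 60min RT; data normalized to NEM, curves fitted.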
# B2AR arrestin – recruits beta-arrestin to the human beta2-adrenergic receptor; Potency, µM (titrated, usually from 46.1 µM), without a hit: top-dose activation, usual class: activators; hit rate 0.02% among 330,000; beta-arrestin recruitment to beta2AR, cell-based reporter; P07550;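 further: potency means the concentration at half of the fitted maximal effect; 0% = DMSO controls and full agonism = EC100 isoproterenol or metaproterenol; nearly all actives have a fitted effect of over 65% in size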
# Giardia kill – Giardia lamblia killing; hit rate 0.15% among 340,000; Giardia lamblia trophozoite viability; AID 540267; activity change, % at 7.66 µM, hits read low; in the data active means activity change below about -80%; inconclusive means between about -30% and that limit;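 further: parasites exposed to compound for two days anaerobically before the ATP read; on the % scale 0 is the no-effect control and ±100 the full control effect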
#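 Viability, read as ATP luminescence: trophozoites at 100 cells/well, compound added, 48 hrs anaerobic at 37 deg C, then 15-30 min room-temperature development before reading.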
# PKM2 act – activators of human pyruvate kinase M2; P14618; purified PKM2, Kinase-Glo ATP luminescence, activation; response scale: 0% is enzyme alone, no compound; Potency, µM (doses to about 57.5 µM), without a hit: top-dose activation, most hits filed as activators; hit rate 0.34% among 260,000; AID 1631; further: potency means the concentration at half of the fitted maximal effect; on the % scale 0 is the no-effect control and ±100 the full control effect; nearly all actives have a fitted effect of over 55% in size
# Target sequence (P14618 whole entry, looked up): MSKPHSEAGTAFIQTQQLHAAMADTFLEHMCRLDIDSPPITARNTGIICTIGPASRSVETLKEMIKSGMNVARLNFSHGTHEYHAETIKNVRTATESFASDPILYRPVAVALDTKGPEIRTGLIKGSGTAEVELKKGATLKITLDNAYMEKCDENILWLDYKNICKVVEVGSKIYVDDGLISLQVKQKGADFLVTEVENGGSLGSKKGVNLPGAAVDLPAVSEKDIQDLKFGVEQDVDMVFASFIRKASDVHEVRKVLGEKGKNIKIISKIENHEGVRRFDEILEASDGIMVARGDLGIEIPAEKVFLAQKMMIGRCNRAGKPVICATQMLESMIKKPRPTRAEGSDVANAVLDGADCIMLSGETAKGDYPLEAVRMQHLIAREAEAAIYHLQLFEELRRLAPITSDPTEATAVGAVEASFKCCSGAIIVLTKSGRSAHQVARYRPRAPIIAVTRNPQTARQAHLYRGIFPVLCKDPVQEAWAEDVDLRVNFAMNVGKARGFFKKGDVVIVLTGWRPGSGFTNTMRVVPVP
#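 Purified hPK-M2 (>95%) run at intermediate activity with 0.1 mM ADP and 0.5 mM PEP in 50 mM imidazole pH 7.2, KCl, MgCl2; 1 h room temperature. ATP formed read by Kinase-Glo luminescence; normalized to uninhibited and no-enzyme controls.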
# MLL CXXC-DNA inh – blocks binding of human MLL CXXC domain to DNA; MLL-CXXC / FITC-HOXA9 DNA fluorescence polarization; AID 2662; hit rate 0.037% among 290,000; Q03164; Potency, µM (top dose mostly 115 µM), without a hit: top-dose activity change, negative = inhibition, actives largely listed as inhibitors; active means well fitted inhibition curve with a large enough effect in the polarisation, with a control signal flat, not every such curve was filed as active; inconclusive means small, poorly fitted or top-dose-only effect, or effect the other way, or a change in a side signal; inactive means no such curve, though single readings can be large or run the other way; the % refers to the polarisation; further: potency means the concentration at half of the fitted maximal effect
#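 Fluorescence polarization: 7 uM MLL-CXXC (stock) preincubated 5 min with compounds, then 50 nM fluorescein-HOX-A9 DNA (stock) added; 30 min ambient. Buffer 50 mM Tris-HCl pH 7.5, 50 mM NaCl, 1 mM DTT, 0.05% BSA.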
# KCNH2 WT inh – inhibitors of human wildtype KCNH2 potassium channel | Q12809 | U2OS, BacMam KCNH2, thallium flux FluxOr; stronger effect = lower value | activity change, % at 1.84 µM | hit rate 0.37% among 340,000 | AID 720551;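 active means maximum activity change below -70%; inconclusive means maximum activity change between -70% and -50%; inactive means maximum activity change above -50%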; further: on the % scale 0 is the no-effect control and ±100 the full control effect
#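 U2OS cells were transduced with wild-type KCNH2 virus (2.03 x 10^8 / mL) for 4 h at room temperature, then cultured overnight at 37 C. Thallium flux was read with FluxOr dye. Rate constants were normalized to DMSO controls.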
# GALK inhibitor – galactokinase (human) inhibition. Purified GALK, Kinase-Glo residual ATP luminescence. Potency, µM (highest dose often 57.5 µM), without a hit: at the top dose activity change, negative = inhibition, most hits filed as inhibitors. hit rate 0.007% among 270,000; further: potency means the concentration at half of the fitted maximal effect; on the % scale 0 is the no-effect control and ±100 the full control effect
# Target sequence (P51570 whole entry, looked up): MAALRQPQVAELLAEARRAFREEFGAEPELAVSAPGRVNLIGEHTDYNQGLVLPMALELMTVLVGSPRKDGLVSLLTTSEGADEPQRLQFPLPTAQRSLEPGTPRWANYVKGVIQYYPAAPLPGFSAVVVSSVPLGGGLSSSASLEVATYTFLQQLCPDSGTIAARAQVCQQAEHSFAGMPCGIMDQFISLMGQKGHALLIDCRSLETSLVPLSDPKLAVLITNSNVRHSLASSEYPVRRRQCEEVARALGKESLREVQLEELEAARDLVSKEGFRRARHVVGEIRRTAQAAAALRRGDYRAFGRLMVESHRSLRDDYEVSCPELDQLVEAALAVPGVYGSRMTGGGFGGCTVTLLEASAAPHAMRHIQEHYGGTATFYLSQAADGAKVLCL
#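 ATP-depletion format; final 35 uM ATP, 100 uM D-galactose, 5 nM enzyme; pH 8.0 HEPES/Mg2+ buffer; 60 min RT; luminescence read 10 min after detection reagent.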
# TRPV1 ag – agonists of human vanilloid receptor 1 (TRPV1); hit rate 0.19% among 320,000; AID 540275; Q8NER1; TRPV1-expressing cells, Fluo-8 calcium influx, agonist mode; activation, % at 8.33 µM; in the data active means activation above about 80%; inconclusive means between about 30% and that limit; further: 0% is about no effect
#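 Fluo-8 calcium influx in TRPV1-expressing cells, kinetic read (ex 480/em 520 nm). Compound added and read 3 min for agonist activity, followed by capsaicin at EC20 final and 2 min further read for enhancement.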
# KCNH2 3.1 inh – blocks the human KCNH2 3.1 channel isoform | U2OS KCNH2 3.1, thallium flux FluxOr; stronger effect = lower value | activity change, % (tested at about 1.8 µM) | hit rate 0.95% among 340,000;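 active means maximum activity change below -70%; inconclusive means maximum activity change from -70% to -50%; inactive means maximum activity change above -50%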;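 further: thallium influx rate constant from kinetic fluorescence after stimulation buffer; on the % scale 0 is the no-effect control and ±100 the full control effect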
#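 Kinetic fluorescence (2 min after stimulation buffer) measures Tl+ influx through KCNH2 3.1 expressed by viral transduction in U2OS cells; the rate constant is normalized against DMSO controls serving as positive and negative references.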
# * = called active by the depositor; ? = inconclusive; nt = not tested or not shown; [ ] = remark or other dose. Unless noted, the call rests on the fitted dose curve; in most records, active means well fitted curve in the direction sought with a large enough effect; inconclusive means small, poorly fitted or top-dose-only effect, or another doubt; inactive means no such curve, though single readings can be large; an effect the other way counts as inactive or inconclusive. Some of the compounds tested, so the mix of outcomes need not match the whole.
SMILES,Menin-MLL TR inh,Coupling enz,USP2a inh,B2AR arrestin,Giardia kill,PKM2 act,MLL CXXC-DNA inh,KCNH2 WT inh,GALK inhibitor,TRPV1 ag,KCNH2 3.1 inh
CCCNC(=O)N1CCC(c2nc3ccccc3s2)CC1,14.2%,1.3,1.6%,0.2%,29.8,nt,-6.6%,6.9,-4.6%,4.5,3.9
Cc1ccsc1/C=N/NC(=O)C(O)c1ccccc1 (stereo not given),3.5%,0.8,1.1%,-0.6%,3.7,-7.5%[11.5 µM],5.8%,-8.8,7.1%,-6.1,-0.9
Cc1ccc(S(=O)(=O)N(Cc2ccc(C(F)(F)F)cc2)C(=O)N2CCN(C)CC2)cc1,nt,nt,1.0%,-0.3%,-7.9,nt,nt,-5.6,nt,0.0,-5.4
CCc1ccc(-c2nnn(CC(=O)N(C3CCCC3)C3CCS(=O)(=O)C3)n2)cc1 (stereo not given),nt,nt,1.0%,-0.2%,-2.5,nt,nt,1.6,nt,1.4,7.4
O=CN1CCC(=O)N(Cc2ccccc2)c2ccccc21,9.5%,2.2,-7.6%,-0.3%,6.4,-1.4%,4.4%,-5.6,-4.4%,-2.6,9.2
CNS(=O)(=O)c1cccc(C(=O)NC2CCCc3ccccc32)c1 (stereo not given),-8.8%,2.0,1.8%,-0.1%,-14.2,0.4%,8.8%,0.9,2.4%,0.2,-7.6
O=C(c1ccc2c(=O)n(CC3CCCO3)c(=S)[nH]c2c1)N1CCN(c2ccccc2)CC1 (stereo not given),nt,1.4,0.6%,-0.9%,-2.0,-1.1%,-11.1%,4.4,1.2%,nt,3.8
COc1ccc(CNC(=O)c2c(O)c3cc(OC)c(OC)cc3[nH]c2=O)cc1OC,31.5%[activator],-1.2,0.0%,-0.2%,-10.0,-3.1%,4.1%,-12.2,0.0%,-4.8,-20.5
Cc1ccc(-c2nnc(-c3ccncc3)n2-c2ccc(C)cc2)cc1,-13.5%,3.5,0.4%,0.2%,26.3,1.1%,1.7%,5.5,-0.5%,3.2,7.2
CCC1CCCCN1CCN1C(=O)C2C(C(=O)Nc3ccc(OC)cc3)C3C=CC2(O3)C1C(=O)NC1CCCCC1 (stereo not given),?,-0.3,0.4%,0.0%,17.7,nt,10.4%,-7.8,-1.4%,-1.4,-12.7
O=C(O)CCC(=O)N1N=C(c2ccccc2)CC1c1ccc2c(c1)OCO2 (stereo not given),6.8%,12.1,-0.4%,3.9%,-1.2,1.7%,0.9%,7.8,-5.1%,-0.5,3.3
COc1cccc(-n2nnc3c(=O)n(CC(=O)N4CCCCC4)cnc32)c1,3.5%,1.3,-0.8%,-1.4%,1.0,-8.8%,-15.9%,-6.5,-1.1%,5.5,6.1
COc1ccc(N2CC(C(=O)Nc3ccc(N4CCOCC4)cc3)CC2=O)cc1 (stereo not given),0.7%,0.4,-4.3%,0.2%,0.5,-8.9%,-1.1%,3.9,2.5%,14.2,10.7
Cc1ccccc1C(=O)N/C(=C/c1ccc(-c2cccnc2Cl)o1)C(=O)NCCCN1CCN(C)CC1,-4.0%,0.2,-1.1%,-0.8%,3.4,-2.3%,-0.9%,-3.5,2.7%,-1.3,0.0
C#CCNC(=O)C1=C[C@@H](C2CCCCC2)[C@H](CCCO)[C@@H](OCC)O1,-26.6%,-1.6,-0.8%,-0.1%,-16.1,0.0%,-23.5%,nt,-0.3%,4.5,nt
CCC(=O)Nc1nc(C)nc(C)c1C(C)=O,-5.4%,2.2,0.3%,0.0%,7.3,-1.3%,-0.1%,-8.8,-0.8%,-0.2,-19.5
CC(=O)c1ccc(N2CCN(S(=O)(=O)c3ccc4c(c3)NC(=O)CO4)CC2)cc1,nt,nt,-7.6%,0.2%,-21.1,nt,10.4%,-11.3,6.9%,-0.7,0.1
CCN1CCCC(NC(=O)c2scc3c2CCCC3)C1 (stereo not given),4.1%,1.4,2.8%,-0.2%,3.4,-2.6%,12.8%,-23.0,1.2%,-1.0,-8.1
Cc1sc(NC(=O)C2C3CCC(C3)C2C(=O)O)c(C(N)=O)c1-c1ccc(C(C)(C)C)cc1 (stereo not given),4.0%,7.1,0.6%,-0.3%,11.1,3.8%,2.2%,6.6,1.0%,-0.1,6.4
CC1(C)CC(=O)C(C2c3ccccc3Oc3ccccc32)C(=O)C1,11.5%,0.5,0.2%,-0.1%,1.9,1.0%,8.7%,5.3,nt,-2.8,-12.9
Cc1cccc(NC(=O)CCN2CCN(C/C=C/c3ccccc3)CC2)c1,8.8%,3.0,0.9%,0.1%,12.6,-3.1%,1.5%,15.1,-0.2%,4.0,-90.6*
CCOC(=O)CSc1nnc(-c2ccc(Cl)cc2Cl)o1,12.2%,4.1,2.5%,0.0%,4.9,3.6%,-0.1%,-1.5,0.3%,4.7,-4.8
CCn1c(SCC(=O)Nc2sccc2C(N)=O)nnc1C1CC1,nt,nt,1.9%,0.1%,-4.0,nt,nt,-5.2,nt,0.8,9.7
COc1ccc(NC(=O)c2ccco2)cc1S(=O)(=O)N1CCCCC1,nt,nt,-0.4%,0.3%,-9.1,-8.8%,-5.8%,3.9,5.5%,2.6,-7.9
COc1ccc(CCNC(=O)CSc2c[nH]c3ccccc23)cc1OC,4.2%,0.4,-1.3%,0.5%,5.9,3.3%,1.5%,-1.0,7.7%,25.7,1.3
O=C(NCc1cccs1)c1cnc2sccn2c1=O,-0.1%,0.5,-0.1%,-0.2%,-22.2,?,6.9%,-8.2,0.4%,-2.2,-5.2
CCOc1ccc(NC(=O)CN(c2ccc([N+](=O)[O-])cc2)S(=O)(=O)c2ccccc2)cc1,?,0.2,-6.5%,?,-13.1,-4.4%,9.4%,-2.3,-0.4%,-1.1,-7.8
CC(=O)c1c(C)[nH]c(C(=O)CSc2ncnc3sc(-c4ccccc4)cc23)c1C,-10.2%,-0.5,3.1%,0.1%,-12.8,-6.8%,4.7%,6.1,0.7%,2.5,-1.2
CC(Oc1cccc(Br)c1)C(=O)NNC(=O)CCNC(=O)c1ccccc1Cl (stereo not given),nt,nt,1.2%,0.0%,?,nt,nt,-1.3,nt,1.3,24.5
O=C(c1sc2ccccc2c1Cl)N1CCN(c2ccc(F)cc2)CC1,-13.3%,-1.0,-1.1%,-0.1%,-8.5,-0.5%,-3.2%,-9.3,-1.3%,6.2,6.8
CCOC(=O)CNC(=O)CSc1nnc(Cn2cnc3ccccc32)n1C,-13.2%,2.0,-1.5%,-0.8%,29.9,-1.8%,-4.1%,1.1,-1.0%,2.3,-3.9
CCCc1nc2oc3ccccc3c(=O)c2c(=O)n1-c1ccccc1,nt,-0.8,-4.3%,3.9%,8.9,-5.0%,-8.8%,3.1,-1.9%,6.2,5.4
COc1ccc(C(=O)NC(C)c2nnc(SCC(=O)Nc3nc4ccccc4s3)n2C)cc1 (stereo not given),12.9%,0.7,3.4%,-0.4%,-4.4,-0.4%,2.5%,13.2,4.5%,-1.1,-19.6
COc1ccc(C(=O)Nc2ccc3ccccc3c2)c(OC)c1,?,-8.2,5.3%,0.2%,-5.6,-4.8%[11.5 µM],-1.2%,7.0,-3.5%,20.2,-1.9
CCCN(CC1CC1)C(=S)NC(=O)c1ccc(S(=O)(=O)N2CCOCC2)cc1,4.4%,2.6,-0.7%,0.5%,11.5,3.7%,-9.1%,4.0,7.3%,9.2,9.0
CCCSc1nc(-c2ccccc2)cc(C(F)(F)F)c1C#N,-2.4%,3.1,3.4%,-3.8%,-1.3,-5.2%,-2.4%,-3.4,5.7%,3.3,3.4
COc1ccc(NC(=O)CSc2nc(N)c(C#N)cc2C#N)cc1,11.8%,-0.2,0.1%,-0.1%,9.9,2.4%,29.6%,-3.6,0.7%,0.8,25.8
CC(C)C(c1nnnn1Cc1ccc(F)cc1)N1CCSCC1 (stereo not given),-27.3%,-0.3,2.5%,-0.7%,-7.5,-4.4%,1.1%,0.6,-1.8%,6.3,7.7
CCOP(=O)(OCC)C(NC(=O)Nc1ccccc1)c1ccccc1 (stereo not given),2.3%,1.9,6.2%,-0.2%,?,-11.5%,6.4%,-12.4,0.1%,-1.0,nt

# Part of the list above, limited to GALK inhibitor.
Compound,GALK inhibitor
Cc1cccc(NC(=O)CCN2CCN(C/C=C/c3ccccc3)CC2)c1,-0.2%
CCCc1nc2oc3ccccc3c(=O)c2c(=O)n1-c1ccccc1,-1.9%
